CRFBP-R2 block: blocks CRF-induced signaling of the CRF-BP/CRF-R2 complex; HEK293 CRF-R2/CRF-BP, CRF-induced calcium fluorescence; AID 588475; inhibition, % at 11.8 µM; 350,000 tested, 0.59% active;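 active = inhibition of the ligand-induced calcium signal above about 50% at the single tested concentration, limit read from the data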
CHRM5 PAM: potentiates acetylcholine response at human M5 receptor. 360,000 tested, 0.3% active. CHO-K1 hM5, Fluo-8 calcium, ACh EC20 PAM; 0% = ACh EC20, 100% = ACh EC100. AID 624038. activation, % at 3 µM;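 active = activation above the run cutoff, the mean activation of all test compounds plus 3 SD, cut at about 18% in these data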
Target sequence (P08912 whole entry, looked up): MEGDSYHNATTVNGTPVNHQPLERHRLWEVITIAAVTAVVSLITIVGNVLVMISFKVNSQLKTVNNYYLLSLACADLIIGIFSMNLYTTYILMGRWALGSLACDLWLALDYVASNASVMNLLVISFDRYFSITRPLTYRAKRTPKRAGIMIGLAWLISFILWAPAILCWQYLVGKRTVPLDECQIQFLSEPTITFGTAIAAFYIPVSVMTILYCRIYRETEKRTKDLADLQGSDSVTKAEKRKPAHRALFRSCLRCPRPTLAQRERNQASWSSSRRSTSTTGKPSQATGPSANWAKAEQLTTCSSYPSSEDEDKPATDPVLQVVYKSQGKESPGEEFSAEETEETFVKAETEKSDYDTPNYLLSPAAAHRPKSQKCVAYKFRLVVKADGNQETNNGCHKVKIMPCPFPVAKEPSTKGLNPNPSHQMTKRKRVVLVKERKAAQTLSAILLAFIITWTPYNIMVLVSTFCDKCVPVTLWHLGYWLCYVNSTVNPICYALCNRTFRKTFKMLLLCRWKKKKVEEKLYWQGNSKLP
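Assay system: CHO-K1 hM5 cells. Also added: acetylcholine at EC20 concentration, added after compound. Dosing: 3 µM, single dose. Times: compound preincubation 140 s before EC20 acetylcholine addition. Signal: Fluo-8 calcium fluorescence. Measure: % activation relative to EC20 and EC100 ACh responses. Repeats: singlicate, one well per test compound.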
TAAR1 ag: human TAAR1 agonism; activation, % at 3 µM; 360,000 tested, 0.99% active; Q96RJ0; CHO RD-HGA16 TAAR1, Fluo-8 calcium fluorescence; vehicle wells 0%, saturating PEA agonist 100%; AID 624467;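 active = activation above the mean activation of all test compounds in the run plus 3 SD, cut at about 38% in these data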
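test system = CHO RD-HGA16 cells carrying human TAAR1 plus Gα16 | schedule = 17-24 h seeding, 75 min 37 °C dye, 30 min RT | compound dosing = 3 µM single concentration | control set = DMSO and PEA EC100 | replicates = n 1 | signal = Fluo-8 fluorescence, 5 s baseline then 140 s kinetic read | measure = percent activation vs PEA EC100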
M1 PAM parental: counter-screen for M1 PAMs: effect in parental CHO-K1 cells. ATP EC20, Fluo-8 calcium fluorescence; 0% at ATP EC20, 100% at ATP max. activation, % at 3 µM. 360,000 tested, 0.02% active. AID 602247;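 active = activation above the run cutoff, the mean activation of all test compounds plus 3 SD, cut at about 40% in these data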;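 note: peak over basal fluorescence ratio in a 140 s read after ATP addition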
TAAR1 antagonist: human TAAR1 antagonism | Q96RJ0 | CHO RD-HGA16 TAAR1, Fluo-8 calcium fluorescence, antagonist | inhibition, % at 3 µM | 360,000 tested, 1.5% active | AID 624466;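 active = inhibition above a per-plate cutoff, the mean inhibition of test compounds on that plate plus 3 SD, cut at about 49% in these data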;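 note: 0% = DMSO plus EC80 beta-PEA response and 100% = DMSO alone without agonist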
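Material: CHO RD-HGA16 cells bearing hTAAR1; compound dosing: one-point dosing, 3 µM nominal final; schedule: dye loading 75 min at 37 °C, then 30 min room temperature; measured by: calcium fluorescence with Fluo-8; control set: vehicle and agonist controls; replication: n of 1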
CRFR2-BP ag: agonists of human CRF-binding protein/CRF-R2 receptor complex; HEK293 CRF-R2/CRF-BP, calcium dye fluorescence (FLIPR); percent of saturating CRF peptide response; activation, % at 13.2 µM; 350,000 tested, 0.46% active;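 active = activation of at least 50%, plus an integration ratio under a set limit after plate pattern correction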;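 note: plate controls were neutral control wells without compound for no effect and CRF at EC100 for full effect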
M5 ag: agonists of human muscarinic M5 receptor (CHRM5) | CHO-K1 hM5 cells, Fluo-8 calcium fluorescence; 0% DMSO wells, 100% maximal acetylcholine response | activation, % at 3 µM | 360,000 tested, 0.19% active;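 active = activation above the run's mean over test compounds plus 3 SD, cut at about 23% in these data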;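 note: signal is peak over basal fluorescence ratio across the kinetic read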
CHRM5 antagonist: antagonists of human muscarinic M5 receptor (CHRM5); 360,000 tested, 0.59% active; P08912; CHO-hM5 cells, Fluo-8 calcium fluorescence, ACh EC80; inhibition, % at 3 µM; AID 624040;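 active = inhibition above a per-plate cutoff, the mean of that plate's test compounds plus 3 SD, cut at about 27% in these data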;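 note: 0% = acetylcholine EC80 with DMSO and 100% = DMSO without agonist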
M4 PAM: positive allosteric modulators of human muscarinic M4 receptor; P08173; CHO-K1 hM4/Gqi5, Fluo-8 calcium fluorescence, ACh EC20; 0% = ACh EC20, 100% = maximal ACh; activation, % at 3 µM; 360,000 tested, 0.4% active; AID 624126;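 active = activation above its plate's cutoff, the mean activation of sample wells plus 3 SD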; note: some results filed as inactive read as strong as hits
Target sequence (P08173 whole entry, looked up): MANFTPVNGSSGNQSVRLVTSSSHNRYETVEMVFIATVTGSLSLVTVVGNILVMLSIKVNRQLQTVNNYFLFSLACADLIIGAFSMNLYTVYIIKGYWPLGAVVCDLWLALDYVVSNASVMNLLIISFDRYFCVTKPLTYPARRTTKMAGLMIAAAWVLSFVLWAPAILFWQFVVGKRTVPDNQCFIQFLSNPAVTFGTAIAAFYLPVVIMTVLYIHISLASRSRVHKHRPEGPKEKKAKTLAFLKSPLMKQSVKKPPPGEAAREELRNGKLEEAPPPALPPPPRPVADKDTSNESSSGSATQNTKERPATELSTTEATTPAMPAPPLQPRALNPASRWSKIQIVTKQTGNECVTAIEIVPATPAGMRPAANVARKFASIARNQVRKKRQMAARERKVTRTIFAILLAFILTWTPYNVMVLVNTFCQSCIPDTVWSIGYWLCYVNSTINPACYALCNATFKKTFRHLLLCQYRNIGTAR
Active calls of the source: *; / = not tested or not shown; & = joins results of further samples.

SMILES	CRFBP-R2 block	CHRM5 PAM	TAAR1 ag	M1 PAM parental	TAAR1 antagonist	CRFR2-BP ag	M5 ag	CHRM5 antagonist	M4 PAM
Nc1ccc(NC(=O)c2ccc(C(=O)Nc3ccc(N)cc3)cc2)cc1	9.7	-3.3	-0.5	-0.5	-6.0	-0.9	-2.1	7.2	0.4
COCCN(C(=O)CSc1ncccn1)c1c(N)n(Cc2ccccc2)c(=O)[nH]c1=O	-1.4	8.4	0.7	19.8	-14.5	-0.5	-4.2	-1.5	8.9
CSc1nc(NCCN(C)C)c2sc3nc(-c4ccco4)c4c(c3c2n1)CCC4	-0.4	1.6	0.6	-1.2	-7.5	3.0	3.6	-4.4	-5.8
Cc1cc(NC(=O)CSc2ccc3ccccc3c2)no1	8.6	1.0	1.4	1.6	17.6	-1.1	-0.6	4.9	3.2
O=C(Nc1ccc(S(=O)(=O)N2CCCC2)cc1)c1ccc(F)cc1	-7.1	2.0	2.2	11.4	-10.1	-0.8	-1.6	1.9	8.2
COc1ccccc1CNC(=O)C[C@H]1CC[C@@H]2[C@H](COC[C@H](O)CN2Cc2ccc3c(c2)OCO3)O1	/	0.2	1.7	/	-14.1	/	2.3	6.0	-3.2
O=C(Nc1ccc2nsnc2c1)N1CCCCC1	8.8	3.4	4.7	5.2	-7.8	2.4	-2.7	-1.7	-3.2
CCOc1ccc(NC(=O)CN(C)C(=O)C2CC(=O)N(CCc3ccc(OC)c(OC)c3)C2)cc1OCC (stereo unspecified)	-17.3	0.0	-2.3	1.9	99.6*	0.3	0.6	11.8	9.3
CC(=O)Nc1ccc(OC(=O)c2cccs2)cc1	15.5	3.2	0.6	7.9	-4.6	0.7	2.1	-2.2	12.2
COc1cc(C(=S)N2CCOCC2)cc(OC)c1O	1.4	-3.2	4.0	-0.9	-20.1	-1.2	1.1	-1.6	-12.1
N#Cc1ccsc1NC(=O)CN1CCN(c2ccccc2)CC1	6.5	-7.3	8.6	1.9	-2.9	-0.8	-0.1	8.2	-2.5
O=C(O)c1ccc2c(c1)ncn2C1CCCC1	9.9	-3.9	1.5	13.2	8.1	2.9	-1.4	9.8	-8.3
COc1ccccc1C(=O)Nc1ccc2[nH]ncc2c1	-14.0	-2.1	-1.8	18.0	9.3	1.2	5.2	-13.0	6.5
Cc1cc(C)nc(NC(=O)CSc2nc3cc(Cl)ccc3s2)n1	7.6	0.1	5.8	17.4	8.2	-2.3	-4.4	5.4	1.6
CCCCn1c(N)c(N(CCOC)C(=O)C2CCN(S(=O)(=O)c3ccc(F)cc3)CC2)c(=O)[nH]c1=O	-2.5	3.1	2.5	13.5	-39.1	0.9	-1.1	2.8	0.2
CCOC(=O)c1c(-c2ccc(OC)cc2)cn2ccccc12	4.1	-0.4	3.0	10.4	-1.5	0.9	-5.5	4.7	-3.2
Cc1cc(O)c(C2(O)C(=O)Nc3ccccc32)cc1C (stereo unspecified)	4.7	-2.5	1.9	-0.6	-6.4	-1.5	-0.5	1.4	-5.2
CCc1ccc(N2CC(C(=O)OCC(=O)Nc3ccc(C(C)=O)cc3)CC2=O)cc1 (stereo unspecified)	5.9	-5.1	10.6	0.9	-2.2	0.3	2.3	4.7	7.5
Cc1cccc(C)c1NC(=O)CNC(=O)c1ccc(S(=O)(=O)NCc2ccco2)cc1	-10.8	4.9	2.0	8.5	0.0	-0.9	1.0	6.5	9.4
O=C(NCCCn1ccnc1)c1noc2c1CCc1ccccc1-2	-9.3	-2.5	7.1	17.1	2.8	1.4	-2.4	1.3	2.5
CC1=C(C(=O)OC(C)C)C(c2cncc(-c3ccc(F)cc3)c2)C(C#N)=C(N)O1 (stereo unspecified)	-20.5	2.7	0.7	1.1	0.8	-0.2	-0.8	-6.8	-0.6
N=c1c2c(-c3ccccc3)c(-c3ccccc3)n(Cc3ccco3)c2ncn1Cc1ccco1	-34.5	-15.0	86.2*	1.4	46.2	34.2	5.9	26.1	-15.6
CC(=O)Nc1ccc(S(=O)(=O)Nc2cc(-c3ccccc3)nn2C)cc1	13.3	-8.4	3.7	6.5	-4.9	-1.7	-4.6	10.4	1.1
c1ccc(Cc2cc(-c3ccccc3)on2)cc1	17.4	-2.4	3.8	-3.6	-6.4	-1.2	-4.7	-2.4	-5.1
CN1C(C)(C)CC(=NO)CC1(C)C	-3.9	-11.5	1.6	-6.5	-4.0	-2.3	-6.1	10.8	5.9
N=C1/C(=C/c2coc3ccccc3c2=O)C(=O)N=C2SC(c3ccco3)=NN12	-105.2	-35.4	/	-10.8	/	168.1*	222.9*	53.4*	-19.4
CCCCN(CC)CCCNC(=O)c1cc2cc3ccc(OC)cc3nc2o1	6.8	9.8	11.8	11.3	-0.7	-0.4	-6.8	-3.9	2.4
CCc1nnc(NC(=O)C(NC(=O)c2ccccc2Cl)C(C)C)s1 (stereo unspecified)	-6.9	3.9	2.0	4.3	-13.6	-0.2	5.4	7.2	-8.8
CCN(c1ccc(OC)cc1)S(=O)(=O)c1nnc(NC(=O)c2ccc(C)cc2)s1	-13.0	2.0	/	0.2	/	-1.0	-0.4	-1.1	0.2
COc1cccc(C(=O)NCCS(=O)(=O)NCC2CCCO2)c1 (stereo unspecified)	6.0	4.1	1.2	0.0	4.1	1.2	1.3	1.3	-6.9
CC(C)CN(C(=O)CN1CCN(c2ccc(F)cc2)CC1)c1c(N)n(CC(C)C)c(=O)[nH]c1=O	7.5	-10.8	0.5	16.4	-6.3	-1.0	-0.5	14.2	-12.9
O=Cc1c(-c2ccc(Cl)cc2)oc2ccc(O)cc12	-2.7	-7.7	-1.6	13.9	-7.1	-3.3	-7.1	4.8	0.5
Clc1cc2nc3ccccn3c2cc1Cl	12.9	-3.4	15.3	13.9	-9.0	-2.9	-5.5	3.1	13.8
CCC(c1nnnn1-c1ccc2c(c1)OCCO2)N1CCN(C(=O)c2ccco2)CC1 (stereo unspecified)	/	-3.2	1.9	9.7	-7.2	/	1.1	-2.3	3.7
CC(=O)c1ccc(NC(=O)CCc2nc3sc4c(c3c(=O)[nH]2)CCCC4)cc1	-7.2	-7.1	10.2	-3.9	-1.3	-1.4	3.1	-1.5	11.8
C/C(=C\c1ccccc1)C(=O)n1nnc2ccccc21	16.4	-6.4	2.1	14.6	-14.1	1.1	2.0	8.2	2.9
COc1ccccc1-c1ccc2c(c1)C(C)(Cc1ccc(OC(F)(F)F)cc1)C(=O)N2 (stereo unspecified)	/	-2.8	5.3	11.7	-6.2	/	-1.0	-2.2	6.6
C[C@H](NC(=O)c1nc[nH]c1C(=O)N1CCc2ccccc2C1)C(=O)OCc1ccccc1	-3.1	-21.1	20.9	-7.4	47.4	-5.2	-0.6	2.0	-3.9
CC1CCN(c2nc(/C=C/c3ccccc3)nc3ccccc23)CC1	-28.9	-14.8	-1.1	8.7	-14.8	11.3	1.0	8.1	-6.2
Cn1ncc(Cl)c1C(=O)Nc1ccncc1	-16.6	2.1	2.1	5.1	-10.0	0.0	0.6	-4.9	10.7
COC(=O)C1=C(C)NC(C)=C(C(=O)OC)C1C(=O)OCCN1C(=O)c2ccccc2C1=O	0.3&10.9	7.0&1.4	1.0&6.4	14.2&13.0	-14.5&-11.6	-0.1&-0.1	-0.9&-0.4	12.1&1.3	3.5&3.4
CN(C)/C=C1\SC(=S)N(c2ccc(Br)cc2)C1=O	2.3	4.1	31.0	21.7	40.3	-1.5	9.4	-0.1	1.3
CC1CCN(S(=O)(=O)c2ccc3c(c2)c(=O)c(C(=O)NC2CCCC2)cn3C)CC1	-6.1	-3.5	1.8	4.7	-17.6	0.8	-0.4	-1.9	-2.2
COc1ccc(OC)c(C(O)c2ncc(-c3ccc(C(F)(F)F)cc3)[nH]2)c1 (stereo unspecified)	/	-4.8	3.1	17.5	-12.8	/	-0.1	4.4	2.8
CCOC(=O)C1=C(c2ccc(OC)cc2)OC(N)=C(C#N)C1c1cccnc1 (stereo unspecified)	2.3	5.1	-1.3	22.4	-6.1	-1.1	1.0	-8.6	-0.1
COCCN(C(=O)COC(=O)c1cc2c(s1)CCC2)c1c(N)n(Cc2ccccc2)c(=O)[nH]c1=O	7.3	-4.4	0.0	-7.4	-3.1	-1.6	1.8	4.2	3.9
O=C(COC(=O)COc1ccccc1Cl)Nc1ccccc1OC(F)F	13.8	-3.0	13.9	9.8	9.1	-1.1	-1.7	-3.4	3.9
CNc1nnc(CSc2nc3ccccc3s2)s1	0.1	-6.4	1.4	22.3	17.8	1.5	-4.6	6.8	2.1
Cc1cccc(NC(=O)C2CCCN(S(=O)(=O)c3cccc4nsnc34)C2)c1 (stereo unspecified)	3.4	10.1	4.2	10.6	10.5	-0.6	3.5	-7.4	7.0
COC(=O)C1=C(C)N(CCCC(=O)O)C(=O)NC1c1ccc(Cl)cc1 (stereo unspecified)	3.4	0.1	18.8	-10.6	0.6	1.0	0.1	12.8	7.0
O=[N+]([O-])c1cc(/C=N/O)ccc1SCc1ccccc1Cl	-8.6	-5.4	-2.7	-8.5	12.6	4.4	-6.4	-13.8	-4.6
CCOc1ccc(N2C(=O)CC(N3CCN(c4ccc(F)cc4)CC3)C2=O)cc1 (stereo unspecified)	-6.9	1.8	-1.2	-3.9	-11.3	0.2	-1.6	-9.7	4.5
COc1ccc(C(=O)c2sc(Nc3cccc(OC)c3)c(C(=O)Nc3cccc(C)c3C)c2N)cc1	-77.3	7.3	37.5*	5.8	31.9	121.3*	10.2	2.9	-11.7
CCCCOc1ccc(C(O)(CCC)CCN2CCOCC2)cc1 (stereo unspecified)	-17.9	-12.3	3.1	19.0	0.8	-1.7	-6.3	9.9	-8.7

5 entries out of the list, ordered by SMILES length, highest first:
SMILES	CRFBP-R2 block	CHRM5 PAM	TAAR1 ag	M1 PAM parental	TAAR1 antagonist	CRFR2-BP ag	M5 ag	CHRM5 antagonist	M4 PAM
COC(=O)C1=C(C)NC(C)=C(C(=O)OC)C1C(=O)OCCN1C(=O)c2ccccc2C1=O	0.3&10.9	7.0&1.4	1.0&6.4	14.2&13.0	-14.5&-11.6	-0.1&-0.1	-0.9&-0.4	12.1&1.3	3.5&3.4
CC1CCN(S(=O)(=O)c2ccc3c(c2)c(=O)c(C(=O)NC2CCCC2)cn3C)CC1	-6.1	-3.5	1.8	4.7	-17.6	0.8	-0.4	-1.9	-2.2
CCOc1ccc(N2C(=O)CC(N3CCN(c4ccc(F)cc4)CC3)C2=O)cc1 (stereo unspecified)	-6.9	1.8	-1.2	-3.9	-11.3	0.2	-1.6	-9.7	4.5
CN(C)/C=C1\SC(=S)N(c2ccc(Br)cc2)C1=O	2.3	4.1	31.0	21.7	40.3	-1.5	9.4	-0.1	1.3
CNc1nnc(CSc2nc3ccccc3s2)s1	0.1	-6.4	1.4	22.3	17.8	1.5	-4.6	6.8	2.1

Compounds as they come; about 4.2% have a hit in one of these screens.
